Apoferritin bind = candidate novel general anesthetic via apoferritin binding; P02791; apoferritin/1-aminoanthracene competitive binding, fluorescence; Potency, µM (titrated, usually from 77.5 µM), for the others: top-dose activity change, negative = displacement, hits mostly inhibitors; hit rate 0.074% among 350,000; AID 485281; also: potency is read from the fitted curve at half-maximal effect; % is scaled to controls: 0 for no effect and ±100 for the full control effect; nearly all actives have a fitted effect of over 20% in size
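In PBS, apoferritin at 10 uM is loaded with 1-AMA from a 50% saturated solution. After 10 min of compound exposure at ambient temperature, reduced 535 nm fluorescence indicates probe displacement.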
APE1 inh = APE1 (human) endonuclease inhibition; hit rate 0.35% among 350,000; Potency, µM (highest dose often 65.8 µM), for inactives: at the top dose activity change, negative = inhibition, actives largely listed as inhibitors; recombinant APE1, TAMRA/BHQ-2 abasic DNA cleavage fluorescence; AID 2517;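 also: potency is read from the fitted curve at half-maximal effect; plate controls were vehicle for no effect and reference inhibitor for full effect; nearly all actives have a fitted effect of over 55% in size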
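Step 1: APE1 (0.75 nM) with compound, 15 min RT. Step 2: add 50 nM fluorophore/quencher THF duplex. Step 3: three fluorescence reads 60 s apart (525/598 nm); read 3 minus read 1 = reaction progress.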
Pol beta inh = blocks human DNA polymerase beta activity; P06746; Pol beta primer extension/strand displacement, fluorescence kinetic; Potency, µM (doses to about 114 µM), for the others: at the top dose activity change, negative = inhibition, actives largely listed as inhibitors; hit rate 1.3% among 340,000; AID 485314; also: potency is read from the fitted curve at half-maximal effect; % is scaled to controls: 0 for no effect and ±100 for the full control effect
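Preincubation: enzyme (10 nM) with compound, 15 min, RT. Reaction: substrate added to 50 nM final. Reads: 0 and 10 min. Analysis: normalized, Hill fit.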
Pol kappa inh = blocks human DNA polymerase kappa activity. Q9UBT6. AID 588579. Potency, µM (top dose mostly 107 µM), for inactives: top-dose activity, negative = inhibition, hits mostly inhibitors. purified Pol kappa, fluorescent DNA synthesis assay, 10 min. hit rate 0.53% among 400,000; also: potency is read from the fitted curve at half-maximal effect; % is scaled to controls: 0 for no effect and ±100 for the full control effect
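Here, compound and 10 nM enzyme are combined for 15 min at room temperature; adding 50 nM substrate (final) starts DNA synthesis, tracked by fluorescence at 0 and 10 min against buffer-only wells.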
ERG-DNA inh = blocks human ERG Ets domain binding to DNA. fluorescence polarization, His-ERG Ets domain / labelled DNA. Potency, µM (highest dose often 76.9 µM), for the others: top-dose FP activity, negative = inhibition, most hits filed as inhibitors. AID 624246. P11308. hit rate 0.028% among 370,000; active = well fitted inhibition curve with a large enough effect in the polarisation, with a control signal flat; inconclusive = small, poorly fitted or top-dose-only effect, or effect the other way, or a change in a side signal; inactive = no such curve, though single readings can be large or run the other way; the % refers to the polarisation;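 also: polarization taken with two DNA probes labelled with fluorescein and Texas red; potency is read from the fitted curve at half-maximal effect; % of control where 0% means no effect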
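His-tagged ERG Ets domain (1 uM in the protein solution; 300mM KCl, 50mM Tris-HCl, 1mM EDTA, 1mM DTT, pH 7.5) received compound, then a probe mix of 5 nM fluorescein-DNA and 100nM Texas-615-DNA. Fluorescence polarization was read for both dyes.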
POLI inh = DNA polymerase iota (human) inhibition | Q9UNA4 | Pol iota fluorescent replication assay, 10 min | Potency, µM (series often up to 115 µM), for the others: top-dose activity, negative = inhibition, actives largely listed as inhibitors | hit rate 1% among 390,000 | AID 588590; also: potency is read from the fitted curve at half-maximal effect
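Fluorescent replication assay read twice, at 0 min and 10 min after adding 50 nM (final) substrate. Enzyme (10 nM) and compounds were first incubated 15 min at room temperature; enzyme-free buffer wells were negative controls.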
TRHR agonist = activates the human TRH receptor | AID 493084 | hit rate 0.18% among 360,000 | TRHR cells, calcium flux fluo-8, FDSS agonist mode | P34981 | activation, % at 2 µM; in the data active = activation above about 30%; also: 0% is about no effect
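Agonist-mode FDSS calcium read (Ex 480/Em 530, 1 s cycles) in 1536-well TRHR cells with fluo-8 dye, after 10-cycle baseline and 23 nL compound addition; TRH at EC20 (10 nM final) added afterwards for the enhancer phase.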
ALOX12 inh = ALOX12 (human) lipoxygenase inhibition; P18054; purified 12hLO, xylenol orange hydroperoxide absorbance; Potency, µM (highest dose often 108 µM), for inactives: at the highest dose activity change, negative = inhibition, usual class: inhibitors; hit rate 1.1% among 580,000; AID 1671190; also: potency is read from the fitted curve at half-maximal effect; % is scaled to controls: 0 for no effect and ±100 for the full control effect
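Purified human 12hLO at 150 nM in 25 mM Hepes, 0.01% Triton X-100, pH 7.0, preincubated 15 min at room temperature with compound. Reaction started with 40 uM arachidonic acid, 30 min at room temperature. Hydroperoxide measured by Fe-xylenol orange, 573/405 nm absorbance ratio.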
BLM helicase inh = Bloom syndrome helicase (human) inhibition; P54132; recombinant BLM DNA unwinding, fluorescence dequenching; Potency, µM (series often up to 56.1 µM), inactives show top-dose activity change, negative = inhibition, usual class: inhibitors; hit rate 0.2% among 350,000; AID 2528;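 also: potency is read from the fitted curve at half-maximal effect; plate controls were vehicle for no effect and no enzyme for full effect; nearly all actives have a fitted effect of over 35% in size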
Numbers without * were called inactive; ? = inconclusive; / = not tested or not shown; & = joins results of further samples; [ ] = another dose, or the depositor's remark. Unless noted, calls follow the shape of the dose curve; as a rule, active = well fitted curve in the direction sought with a large enough effect; inconclusive = small, poorly fitted or top-dose-only effect, or another doubt; inactive = no such curve, though single readings can be large; an effect the other way counts as inactive or inconclusive. A portion of the library; count on the stated rates, not on these rows.

SMILES	Apoferritin bind	APE1 inh	Pol beta inh	Pol kappa inh	ERG-DNA inh	POLI inh	TRHR agonist	ALOX12 inh	BLM helicase inh
CN(C)CCCN(C(=O)c1ccc(S(=O)(=O)N(C)Cc2ccccc2)cc1)c1nc2c(F)cccc2s1	?	-14%	4%	10%	14%	35%[activator]	0.4	?	-9%
COc1ccccc1-n1c(SCC(=O)N(C)C)nnc1-c1ccco1	/	/	/	12%	3%	-17%	/	-6%	/
Cc1c(C)c2ccc(OCC(=O)Nc3ccc(CN4CCOCC4)cc3)cc2oc1=O	-12%	32%	-19%	8%	-17%	2%	0.2	-22%	5%
O=c1c2ccccc2ncn1Cc1ccco1	?	2%	3%	9%	18%	-2%	-0.2	-29%	-1%
COc1ccc(CCN2CC34C=CC(O3)C(C(=O)NCc3ccccc3Cl)C4C2=O)cc1OC (stereo not drawn)	-4%	16%	4%	-20%	9%	16%	-0.6	0%	-2%
CC1CCN(C(=O)C(C)Sc2nc(-c3ccccc3)cc(C(F)(F)F)n2)CC1 (stereo not drawn)	?	1%	9%&5%	-25%&-6%	0%&4%	23%&0%	-0.5&1.8	1%&-23%	-4%&-11%
COc1cccc(Cn2c(CNS(=O)(=O)c3ccc4c(c3)CCCC4)nc3cccnc32)c1	6%	/	26%	-16%[60.1 µM]	0%	10%	-0.5	-7%	-7%
CN(C)S(=O)(=O)c1ccc(NC(=O)CSc2nnc(-c3ccco3)o2)cc1	/	-1%	/	-4%	4%	-7%	/	16%	/
COc1cc(NC(=O)CCCc2nnc3n(CC(C)C)c(=O)c4sccc4n23)cc(OC)c1	-8%	/	3%	0%	2%	44%[activator]	-0.3	?	2%
CCOc1ccc(NC(=O)C(c2ccccn2)N(C(=O)CCl)c2ccc(OC)cc2)cc1 (stereo not drawn)	-6%	0%	6%	-18%	/	67%[activator]	0.1	-11%	-9%
COc1ccc(NC(C)=O)cc1S(=O)(=O)NC(C)c1ccc(-n2ccnc2)cc1 (stereo not drawn)	/	3%	/	-21%	3%	24%	-0.3	27%	/
COc1ccc(-c2sc3cc(OC)ccc3c2-c2ccc(OCCN3CCOCC3)cc2)cc1	/	-23%	/	-8%	-7%	11%	/	-16%	/
Cc1sc(N)nc1-c1c(C)n(C)c2ccccc12	-3%	32%	-7%	3%	-4%	25%	-0.6	?	-4%
CCOc1ccc(N=C(C)c2ccccc2O)cc1	7%	15%	2%	1%	0%	?	0.0	-25%	-14%
O=C(CN1CCCC1)N1c2ccccc2Sc2ccccc21	-8%	-4%	0%	-8%	11%	18%	1.0	0%	-1%
COc1ccc(C)cc1NC(=O)c1ccc2c(c1)CCN2S(=O)(=O)c1ccc(Cl)cc1	3%	/	23%	6%	3%	-3%	2.0	-7%	-5%
CC1=NC(Nc2nc(C)c3ccccc3n2)=NC(C)(C)C1	-9%	-2%	0%	11%	2%	22%	-1.5	-7%	84%[activator]
CCOC(=O)c1c(Oc2ccc(C(=O)OC)cc2)nnc(-c2ccccc2)c1-c1ccccc1	-7%	/	1%	-17%	2%	-30%	0.6	-20%	-8%
Cc1c(OCC(=O)NC2CC(C)(C)NC(C)(C)C2)ccc2c3c(c(=O)oc12)CCC3	-14%	52%[activator]	34%	12%	5%	14%	0.3	17%	51%[activator]
O=S(=O)(NC(=NCCc1ccc(Cl)cc1)c1ccccc1Cl)c1cccs1	-7%	-1%	-27%	-20%	0%	88%[activator]	-0.1	-25%	-7%
Nc1ccccc1SCc1c(Cl)cccc1Cl	-20%	-9%	15%	-12%	10%	16%	0.2	-2%	-6%
Cc1ccc(S(=O)(=O)c2cn(CC(=O)Nc3ccc(C)c(Cl)c3)c3ccc(C)cc3c2=O)cc1	5%	/	1%	-16%	0%	0%	3.9	?	-7%
Cc1ccc(NC(=S)NCCc2c[nH]c3ccccc23)cc1	?	-3%	-22%	-1%	-4%	-4%	0.3	?	-13%
CCN(C(=O)C1CCC(CNS(=O)(=O)c2cccc3nsnc23)CC1)c1ccccc1 (stereo not drawn)	-21%	/	20%	-3%	1%	16%	-0.1	-27%	-5%
Cn1cccc1C(=O)OCC(=O)NC(=O)c1ccc(Cl)cc1	/	26%	/	-7%	4%	102%[activator]	/	-17%	/
CC1(C)SC2c3ccccc3C(=O)N2[C@@H]1C(=O)NCCCN1CCOCC1 (stereo partly drawn)	-6%	-1%	0%	-3%	-5%	25%	0.3	0%	1%
O=[N+]([O-])c1ccc(N2CCN(CCO)CC2)cc1Sc1nc2ccccc2[nH]1	?	-1%	16%	-9%	-2%	21%	-1.0	-4%	2%
CN(C)c1cc[n+](CC(=O)Nc2c(Cl)cc(Cl)cc2Cl)cc1	-9%	4%	0%	1%	-4%	12%	0.0	-17%	-5%
Cc1ccc(OCC(=O)Nc2ccccc2C(=O)NC2CC2)cc1C	-2%	18%	27%	3%	8%	12%	0.8	11%	-5%
O=C(COC(=O)CNS(=O)(=O)c1ccc2ccccc2c1)Nc1ccccc1Sc1ccccc1	2%	-1%	24%	-17%	0%	3%	0.2	-6%	-8%
CC(=O)c1ccc(NC(=O)Nc2ccc3c(c2)N(C)C(=O)CS3)cc1	?	?	-13%	-24%	4%	-7%	1.4	-28%	-16%
CCc1nn2c(=O)c(S(=O)(=O)Nc3ccccc3)c(C)nc2s1	-13%	23%	20%	0%	-25%	41%[activator]	0.0	-23%	-6%
COc1cccc(-c2ccc(-c3noc(-c4ccccc4Br)n3)c(OC)n2)c1	-7%	/	1%	-5%	1%	-17%	-0.5	-8%	-4%
CCOC(=O)c1c(NC(=O)c2ccccc2N(C)S(=O)(=O)c2ccccc2)sc2c1CCCC2	3%	-9%	26%	-9%	-1%	20%	0.3	-2%	-6%
CCOCCc1nn2c(=O)cc(CSCC(=O)Nc3ccc(OC)cc3)nc2s1	5%	63%[activator]	1%	0%	-7%	25%	0.2	6%	-1%
O=C(CSc1ccc(Br)cc1)Nc1ccccc1Oc1ccccc1	-11%	2%	16%	-4%	7%	-2%	1.4	?	4%
Cc1ccc(NC(=O)COC(=O)C(NS(=O)(=O)c2ccc(Cl)cc2)C(C)O)c(Br)c1 (stereo not drawn)	3%	2%	-1%	-20%	/	13%	-0.2	-1%	-4%
CCC(C)CCN1CCN=C1N(C)C (stereo not drawn)	/	2%	/	-25%	-10%	?	-0.2	?	/
O=C1CSC(=Nc2ccc(F)cc2)N1	-12%	2%	32%	-10%[60.1 µM]	1%	-2%	0.8	7%	-1%

Rewritten comma-delimited: entries from further up.
Molecule,Apoferritin bind,APE1 inh,Pol beta inh,Pol kappa inh,ERG-DNA inh,POLI inh,TRHR agonist,ALOX12 inh,BLM helicase inh
O=[N+]([O-])c1ccc(N2CCN(CCO)CC2)cc1Sc1nc2ccccc2[nH]1,?,-1%,16%,-9%,-2%,21%,-1.0,-4%,2%
CN(C)c1cc[n+](CC(=O)Nc2c(Cl)cc(Cl)cc2Cl)cc1,-9%,4%,0%,1%,-4%,12%,0.0,-17%,-5%
Cc1ccc(OCC(=O)Nc2ccccc2C(=O)NC2CC2)cc1C,-2%,18%,27%,3%,8%,12%,0.8,11%,-5%
O=C(COC(=O)CNS(=O)(=O)c1ccc2ccccc2c1)Nc1ccccc1Sc1ccccc1,2%,-1%,24%,-17%,0%,3%,0.2,-6%,-8%
CC(=O)c1ccc(NC(=O)Nc2ccc3c(c2)N(C)C(=O)CS3)cc1,?,?,-13%,-24%,4%,-7%,1.4,-28%,-16%
CCc1nn2c(=O)c(S(=O)(=O)Nc3ccccc3)c(C)nc2s1,-13%,23%,20%,0%,-25%,41%[activator],0.0,-23%,-6%
COc1cccc(-c2ccc(-c3noc(-c4ccccc4Br)n3)c(OC)n2)c1,-7%,/,1%,-5%,1%,-17%,-0.5,-8%,-4%
CCOC(=O)c1c(NC(=O)c2ccccc2N(C)S(=O)(=O)c2ccccc2)sc2c1CCCC2,3%,-9%,26%,-9%,-1%,20%,0.3,-2%,-6%
CCOCCc1nn2c(=O)cc(CSCC(=O)Nc3ccc(OC)cc3)nc2s1,5%,63%[activator],1%,0%,-7%,25%,0.2,6%,-1%
O=C(CSc1ccc(Br)cc1)Nc1ccccc1Oc1ccccc1,-11%,2%,16%,-4%,7%,-2%,1.4,?,4%
